HTR2A ag – mouse Htr2a agonists via beta-arrestin recruitment, primary screen, cell-based, luminescence; 5-hydroxytryptamine receptor 2A (Mus musculus), P35363; actives 0.66% (n = 360,000); AID 624169, 2012; CHO-K1 mHTR2A beta-arrestin complementation; percent of 30 µM serotonin response; activation, % at 7.6 µM;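 active means activation above a run cutoff, the mean activation of all tested compounds plus 3 SD, cut at about 14% in these data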;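 further: 0% = plate median of compound wells and 100% = 30 µM serotonin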
H9c2 protect – cardioprotection against H2O2-induced cell death, primary screen, uHTS, H9c2 cells, ATPLite luminescence; H9c2 cardiomyocytes, H2O2 injury protection, 2 h; protection from H2O2 cell death, % at 20 µM; actives 0.63% (n = 360,000); AID 588492, 2011;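 active means compounds giving at least 50% protection of heart cells from peroxide-induced death in the single-dose screen, raw or plate-pattern-corrected value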;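 further: 0% = DMSO wells with peroxide and 100% = DMSO wells without peroxide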
SRC2 inh – inhibition of GAL4-SRC2 driven luciferase reporter, primary screen, SRC2 inhibitor project, cell-based, luminescence | Nuclear receptor coactivator 2 (Homo sapiens), Q15596 | inhibition, % at 9 µM | actives 0.17% (n = 370,000) | HEK293 GAL4-SRC2 luciferase reporter;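 active means inhibition above the mean inhibition of all tested compounds plus 3 SD, set per campaign, cut at about 52% in these data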;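 further: 0% = DMSO treated cells and 100% = cells given Gossypol at 36 µM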
NOD2-RIPK2 inh – NOD2-RIPK2 binding disruptors in cells, primary screen, fluorescence, CHO cells, BLA complementation | CCF4 ratio | inhibition, % at 4.98 µM | AID 624267, 2012 | Receptor-interacting serine/threonine-protein kinase 2 (Homo sapiens), O43353 | actives 0.38% (n = 360,000); in the data active means inhibition above about 21%;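 further: 0% = vehicle only and 100% = reference blocker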
TLR9-MyD88 block – inhibitors of TLR9-MyD88 association in cells, primary screen, cell-based, CHO, BLA complementation, fluorescence | actives 0.21% (n = 340,000) | CCF4 FRET ratio | Toll-like receptor 9 (Homo sapiens) + Myeloid differentiation primary response protein … | inhibition, % at 4.98 µM;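 active means inhibition above the mean over all tested compounds plus 3 SD, cut at about 21% in these data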;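 further: 0% = DMSO only wells and 100% = clavulanate BLA inhibitor control wells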
ABHD5 PLIN5 PPI – ABHD5-PLIN5 interaction inhibitors, primary screen, cell lysate, split luciferase complementation, luminescence; Perilipin-5 (Homo sapiens) + 1-acylglycerol-3-phosphate O-acyltransferase ABHD5 (Homo …; Split G. princeps luciferase complementation, 4 h; inhibition, % at 4 µM; actives 0.78% (n = 360,000);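 active means inhibition above the mean inhibition across every tested compound plus 3 SD, cut at about 22% in these data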;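 further: 0% = DMSO only wells and the 100% control is not disclosed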
Target sequence (Q00G26 whole entry, looked up): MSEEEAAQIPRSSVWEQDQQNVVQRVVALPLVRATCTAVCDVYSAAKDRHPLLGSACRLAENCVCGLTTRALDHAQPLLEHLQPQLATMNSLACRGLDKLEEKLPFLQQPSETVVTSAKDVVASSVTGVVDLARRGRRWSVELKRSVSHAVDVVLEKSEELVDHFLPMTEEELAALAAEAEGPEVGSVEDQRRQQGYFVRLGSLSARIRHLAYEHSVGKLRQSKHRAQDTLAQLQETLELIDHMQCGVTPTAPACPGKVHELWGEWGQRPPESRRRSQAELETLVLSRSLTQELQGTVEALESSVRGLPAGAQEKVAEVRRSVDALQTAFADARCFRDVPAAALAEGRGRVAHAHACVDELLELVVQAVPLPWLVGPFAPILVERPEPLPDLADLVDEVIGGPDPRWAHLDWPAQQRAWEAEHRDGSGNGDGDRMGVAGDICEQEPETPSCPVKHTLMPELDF
Target sequence (Q8WTS1 whole entry, looked up): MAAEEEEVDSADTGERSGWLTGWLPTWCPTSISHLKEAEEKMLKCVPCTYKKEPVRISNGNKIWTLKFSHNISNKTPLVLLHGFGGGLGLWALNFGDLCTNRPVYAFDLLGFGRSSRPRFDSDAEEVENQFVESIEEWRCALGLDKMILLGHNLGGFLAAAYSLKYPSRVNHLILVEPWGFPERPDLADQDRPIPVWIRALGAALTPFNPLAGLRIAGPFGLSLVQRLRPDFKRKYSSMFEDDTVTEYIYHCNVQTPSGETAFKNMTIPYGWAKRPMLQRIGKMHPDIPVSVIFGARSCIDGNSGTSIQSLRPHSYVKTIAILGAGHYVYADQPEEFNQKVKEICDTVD
MC4R ag barr – MC4R agonists recruiting beta-arrestin, primary screen, cell-based, luminescence, agonist arm of biased-ligand search. Melanocortin receptor 4 (Homo sapiens), P32245. U2OS MC4R beta-arrestin complementation; percent of melanotan II response, DMSO zero. activation, % at 8.9 µM. actives 0.98% (n = 360,000). AID 540308, 2011;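 active means activation above a per-plate cutoff, the mean activation of sample wells on that plate plus 3 SD, cut at about 8% in these data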
Glyco luc inh – increase of ERlucT glycosylation luciferase signal, primary screen, N-linked glycosylation inhibitor project, D54 ERlucT cells, luminescence, set 2; AID 588692, 2011; D54 ERlucT glycosylation luciferase reporter, 24 h; percent of 100 nM tunicamycin response; actives 0.23% (n = 360,000); reporter increase, % at 12.5 µM;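 active means mean luciferase reporter signal, scaled so untreated is 0 and the glycosylation-blocking control 100, at or above a set limit in every replicate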;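 further: luciferase carries N-glycosylation sites so blocking glycosylation raises the light; 0% = median of neutral control wells and 100% = median of 100 nM tunicamycin wells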
ABCB6 inh 2 – ABCB6 transporter inhibitors, primary screen, K562-ABCB6 cells, flow cytometry, MLPCN library | ATP-binding cassette sub-family B member 6 (Homo sapiens), Q9NP58 | K562-ABCB6 porphyrin accumulation, 1 h; hits give low values | fluorescence ratio to DMSO, % at 10 µM | actives 0.19% (n = 360,000);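 active means fluorescence ratio to DMSO below 75%, the collection mean minus 3 SD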;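 further: signal is porphyrin accumulated inside mitochondria; 100% equals median channel fluorescence of DMSO control wells; lower ratio means ABCB6 inhibition with less porphyrin fluorescence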
MC4R antagonist – MC4R antagonists of cAMP signaling, primary screen, cell-based, TR-FRET, antagonist arm of biased-ligand search. actives 0.48% (n = 360,000). inhibition, % at 6.5 µM. Melanocortin receptor 4 (Homo sapiens), P32245. MC4R-expressing cells, MTII-stimulated cAMP, LANCE TR-FRET;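 active means inhibition above its plate's cutoff, the mean of tested wells on that plate plus 3 SD, cut at about 29% in these data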;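 further: 0% = Melanotan II alone and 100% = Melanotan II plus saturating MCL0020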
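Assay system: U2OS cells stably expressing human melanocortin 4 receptor (MC4R) / Dosing: 6.5 µM / Timing: compound 30 min, challenge 1 h, detection 1 h / Measured by: Eu-cAMP/anti-cAMP TR-FRET, emission 671 nm / Replicates: singlicate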
* hit, by the source's call; . = not tested or not shown.

cpd	Compound	HTR2A ag	H9c2 protect	SRC2 inh	NOD2-RIPK2 inh	TLR9-MyD88 block
1	O=C(COC(=O)c1ccccc1Cl)NC(=O)NCc1ccccc1	-4	-6	-9	-10	5
2	Cc1ccc(-c2nc(C#N)c(NCCc3ccccn3)o2)cc1	2	0	-32	-8	-8
3	COc1ccc(OC)c(NC(=O)C2(C)CCN2Cc2ccccc2Cl)c1 (centres undefined)	0	-6	-20	-12	.
4	O=C(Nc1ccc2c(c1)OCCO2)c1ccc(Br)s1	9	-26	-32	-14	-1
5	C(=N\N1CCN(Cc2ccccc2)CC1)/c1ccccc1	-8	-1	-6	-11	9
6	CCCCn1c(N)c(N(CC(C)C)C(=O)C2CCN(S(=O)(=O)c3ccc(F)cc3)CC2)c(=O)[nH]c1=O	-2	2	-4	-3	-6
7	O=C(c1ccco1)N1CCN(C(=O)C2c3ccccc3Oc3ccccc32)CC1	-5	7	-16	4	-4
8	Cc1cc(OCC(=O)N2CCOCC2)ccc1[N+](=O)[O-]	9	13	-46	1	-9

cpd	ABHD5 PLIN5 PPI	MC4R ag barr	Glyco luc inh	ABCB6 inh 2	MC4R antagonist
1	-6	-1.6	0	101	4
2	2	-1.5	-2	107	6
3	-2	-1.9	-5	98	5
4	7	-2.0	-16	100	5
5	-13	-1.9	0	99	9
6	2	-1.8	0	99	8
7	1	-1.7	-1	102	-2
8	4	-3.4	-4	96	-6

(cont.)
cpd	Compound	HTR2A ag	H9c2 protect	SRC2 inh	NOD2-RIPK2 inh	TLR9-MyD88 block
9	O=C(NCCNC(=O)Oc1cccc2ccccc12)Oc1cccc2ccccc12	-5	-10	-18	-3	9
10	COc1ccc(N(CC(=O)NC(C)C)C(=O)CCC(=O)Nc2ccccn2)cc1	11	4	5	-9	0
11	CN1CCC(Oc2ccccc2Sc2ccc(C(F)(F)F)cc2)CC1	-5	-7	-3	2	-7
12	Cc1ccc(NC(=O)c2cc(-c3ccc(C)c(C)c3O)n[nH]2)cc1C	-3	-7	11	-4	-10
13	O=C(CNS(=O)(=O)c1ccc(Br)cc1)N1CCN(c2ccc(F)cc2)CC1	-8	-10	19	-3	4
14	CCOC(=O)c1ccc2c(c1)n(CC)c(/C=C/Nc1ccccc1)[n+]2CC	6	-8	-1	3	-6
15	COc1cc2[nH]c(=O)n(CCC(=O)N3CCC(N4CCCCC4)CC3)c(=O)c2cc1OC	-2	6	2	-2	-11
16	COc1ccccc1CNC(=O)COC(=O)c1n[nH]c2ccccc12	5	0	4	-1	6

cpd	ABHD5 PLIN5 PPI	MC4R ag barr	Glyco luc inh	ABCB6 inh 2	MC4R antagonist
9	4	-0.7	2	109	3
10	-10	0.1	3	102	-4
11	8	-3.0	-3	103	33*
12	0	2.0	0	92	3
13	-3	-0.8	0	94	-1
14	7	0.4	3	90	-2
15	-5	-1.2	-1	97	5
16	-1	-2.0	-3	106	-3

The listing continues.
cpd	Compound	HTR2A ag	H9c2 protect	SRC2 inh	NOD2-RIPK2 inh	TLR9-MyD88 block
17	O=C(N1CCN(c2ccccn2)CC1)C(Cl)(Cl)Cl	6	0	-1	-5	0
18	O=C(CCC(=O)c1cccs1)Nc1nnc(C2CC2)s1	-4	5	15	0	4
19	CC(C)CC(NS(=O)(=O)c1ccccc1S(=O)(=O)NC(CC(C)C)C(=O)O)C(=O)O (centres undefined)	1	0	3	-14	0
20	CCOc1ccccc1C(=O)OCC(=O)NCCNC(=O)COC(=O)c1ccccc1OCC	-7	6	-9	-1	-1
21	Cc1nnc(NC(=O)c2nc(S(=O)(=O)Cc3ccccc3)ncc2Cl)s1	15*	-8	48	1	2
22	Cc1ccc(S(=O)(=O)N2CCN(C(=O)COC(=O)CSc3ccc(C)c(C)c3)CC2)c(C)c1	1	-5	4	-2	6
23	O=C(COC(=O)C1CC(=O)N(Cc2ccco2)C1)Nc1ccccc1[N+](=O)[O-] (centres undefined)	-1	-2	-36	-1	-10
24	CCN(CC)c1ccc(C2C(C(=O)OCCOC(C)C)=C(C)NC3=C2C(=O)CCC3)cc1 (centres undefined)	-6	0	5	-9	-6

cpd	ABHD5 PLIN5 PPI	MC4R ag barr	Glyco luc inh	ABCB6 inh 2	MC4R antagonist
17	-1	-2.1	1	101	-3
18	-8	-2.2	4	98	1
19	7	-1.3	2	96	-8
20	-3	-2.0	1	96	11
21	34*	1.5	4	113	13
22	1	0.1	0	96	12
23	-3	-5.5	1	98	20
24	-7	-1.5	-2	101	3

Structures shown so far with a nitro group on carbon, in the order listed:
cpd	Compound	HTR2A ag	H9c2 protect	SRC2 inh	NOD2-RIPK2 inh	TLR9-MyD88 block
8	Cc1cc(OCC(=O)N2CCOCC2)ccc1[N+](=O)[O-]	9	13	-46	1	-9
23	O=C(COC(=O)C1CC(=O)N(Cc2ccco2)C1)Nc1ccccc1[N+](=O)[O-] (centres undefined)	-1	-2	-36	-1	-10

cpd	ABHD5 PLIN5 PPI	MC4R ag barr	Glyco luc inh	ABCB6 inh 2	MC4R antagonist
8	4	-3.4	-4	96	-6
23	-3	-5.5	1	98	20

Remaining list, next part:
cpd	Compound	HTR2A ag	H9c2 protect	SRC2 inh	NOD2-RIPK2 inh	TLR9-MyD88 block
25	O=C(CSc1nnc(C2CC2)n1Cc1ccccc1)N1CCN(S(=O)(=O)c2ccccc2)CC1	-3	11	-8	-4	7
26	Cc1cc(=O)n2[nH]c(SCc3ccccc3Cl)nc2n1	5	0	-16	4	7
27	Cc1oc(-c2ccccc2F)nc1CS(=O)(=O)CC(=O)NCCCN1CC(C)CC(C)C1 (centres undefined)	3	2	12	-5	7
28	CC1(C)CC(NC(=O)COc2ccc(Cl)cc2Cl)CC(C)(C)N1	-9	3	-16	-7	1
29	CCCOc1ccc(/C(O)=C2/C(=O)C(=O)N(CCCn3ccnc3)C2c2ccco2)cc1 (centres undefined)	2	3	8	-2	-5
30	COc1ccc(NC(=S)N2CCC(NC(=O)c3cccc(C)c3)CC2)cc1	1	-2	-7	-1	-2
31	COc1ccc(CN(C(=O)CNC(=O)c2ccco2)C(C(=O)NC2CCCC2)c2ccco2)cc1 (centres undefined)	1	23	2	2	-8
32	COc1ccc2nc(C(F)(F)Cl)c(C#N)c(N)c2c1	0	15	21	-1	1

cpd	ABHD5 PLIN5 PPI	MC4R ag barr	Glyco luc inh	ABCB6 inh 2	MC4R antagonist
25	-1	-1.6	0	98	3
26	8	0.5	1	100	6
27	-6	-0.7	0	106	3
28	-6	0.6	-2	102	6
29	3	0.4	0	101	1
30	-2	0.7	0	96	6
31	-1	1.8	-1	101	13
32	5	-0.9	-4	97	-15

Continued.
cpd	Compound	HTR2A ag	H9c2 protect	SRC2 inh	NOD2-RIPK2 inh	TLR9-MyD88 block
33	CCOc1ccc(S(=O)(=O)NCC2(N3CCCCC3)CCCCC2)cc1	17*	4	-3	-1	7
34	Cc1cccc(-n2nc(C)c3c2NC2=C(C(=O)CCC2)C3c2ccccn2)c1 (centres undefined)	1	2	-13	-1	14
35	Nc1ccc(C(=O)Oc2ccc([N+](=O)[O-])cc2)cc1	-7	-1	-34	-2	-4
36	CC(C(=O)Nc1ccccc1C(=O)O)n1c(C(F)(F)F)nc2ccccc21 (centres undefined)	3	4	-25	6	7
37	O=[N+]([O-])c1ccc(Oc2ccc(-c3cnc4ccccc4n3)cc2[N+](=O)[O-])cc1	2	-10	-32	-9	-3
38	CCOC(=O)CNc1ncc([N+](=O)[O-])cc1C#N	0	-1	-27	-12	-6
39	COc1ccc(-n2cnnc2SCC(=O)N2CCN(S(=O)(=O)c3ccccc3)CC2)cc1	7	-6	-19	-10	-1
40	COc1ccc(-c2oc(NC(=O)CSc3ncn[nH]3)c(C#N)c2-c2ccc(OC)cc2)cc1	3	-16	.	16	18
41	COc1ccc2[nH]c(C(=O)O)c(NS(=O)(=O)c3ccc(C)c(C)c3)c2c1	9	9	-20	-3	0
42	COc1ccc(C)cc1NC(=O)C1CCCN(S(=O)(=O)c2ccc3[nH]c(=O)ccc3c2)C1 (centres undefined)	-5	4	-25	4	-2
43	O=C(Nc1cccnc1)c1ccc(N2CCOCC2)c([N+](=O)[O-])c1	-4	-2	23	6	-7

cpd	ABHD5 PLIN5 PPI	MC4R ag barr	Glyco luc inh	ABCB6 inh 2	MC4R antagonist
33	-2	-3.9	-4	99	-4
34	4	-2.4	1	95	-2
35	-5	-3.2	-1	97	1
36	-2	0.4	1	98	13
37	1	-0.6	-2	90	13
38	2	-0.7	1	92	9
39	9	0.5	-4	100	8
40	-10	0.9	2	103	16
41	-1	-2.2	2	100	14
42	6	-1.5	-1	96	4
43	-1	-2.0	0	106	-8

Fetched by compound from above, 2 records:
cpd	Compound	HTR2A ag	H9c2 protect	SRC2 inh	NOD2-RIPK2 inh	TLR9-MyD88 block
42	COc1ccc(C)cc1NC(=O)C1CCCN(S(=O)(=O)c2ccc3[nH]c(=O)ccc3c2)C1 (centres undefined)	-5	4	-25	4	-2
40	COc1ccc(-c2oc(NC(=O)CSc3ncn[nH]3)c(C#N)c2-c2ccc(OC)cc2)cc1	3	-16	.	16	18

cpd	ABHD5 PLIN5 PPI	MC4R ag barr	Glyco luc inh	ABCB6 inh 2	MC4R antagonist
42	6	-1.5	-1	96	4
40	-10	0.9	2	103	16

Bioassay records as filed in PubChem.

Not all compounds are listed; count on the stated rates, not on these rows.
